Pin1 inhibitor – qHTS Assay to Find Inhibitors of Pin1; Pin1 FP peptide displacement, HiFluor488, 10 min; Peptidyl-prolyl cis-trans isomerase NIMA-interacting 1 (Homo sapiens), Q13526; hit rate 0.009% among 390,000; Potency, µM (top dose mostly 115 µM), without a hit: top-dose activity, negative = inhibition, actives largely listed as inhibitors; active means well fitted inhibition curve with a large enough effect in the polarisation, with a control signal flat, not every such curve was filed as active; inconclusive means small, poorly fitted or top-dose-only effect, or effect the other way, or a change in a side signal; inactive means no such curve, though single readings can be large or run the other way; the % refers to the polarisation; further: on the % scale 0 is the no-effect control and ±100 the full control effect
Target sequence (Q13526 whole entry, looked up): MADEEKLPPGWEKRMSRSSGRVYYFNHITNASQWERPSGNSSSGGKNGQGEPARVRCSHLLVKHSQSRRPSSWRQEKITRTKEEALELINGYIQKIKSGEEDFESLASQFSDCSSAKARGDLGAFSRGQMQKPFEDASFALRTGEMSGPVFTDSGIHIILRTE
PGK inhibitor – qHTS Assay to Find Inhibitors of Phosphoglycerate Kinase | PGK/GAPDH coupled, Kinase-Glo luminescence, 60 min | AID 602233, 2012 | Potency, µM (highest dose often 57.5 µM), without a hit: at the top dose activity change, negative = inhibition, usual class: inhibitors | hit rate 0.043% among 380,000; further: on the % scale 0 is the no-effect control and ±100 the full control effect; nearly all actives have a fitted effect of over 60% in size
Target sequence (P07378 whole entry, looked up): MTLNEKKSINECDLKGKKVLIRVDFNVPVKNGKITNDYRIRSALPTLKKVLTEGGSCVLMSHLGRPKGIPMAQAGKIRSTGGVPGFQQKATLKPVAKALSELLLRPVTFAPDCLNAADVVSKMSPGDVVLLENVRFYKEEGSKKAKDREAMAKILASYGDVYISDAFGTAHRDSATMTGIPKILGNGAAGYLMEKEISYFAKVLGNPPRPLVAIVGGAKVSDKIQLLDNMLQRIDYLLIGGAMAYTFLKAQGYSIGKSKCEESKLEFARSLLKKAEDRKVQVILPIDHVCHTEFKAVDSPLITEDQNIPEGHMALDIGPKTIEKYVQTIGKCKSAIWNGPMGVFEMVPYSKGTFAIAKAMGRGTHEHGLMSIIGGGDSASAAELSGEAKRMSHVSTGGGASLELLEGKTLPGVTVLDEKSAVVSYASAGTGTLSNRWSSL
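Recombinant glycosomal PGK reaction used 1,3-bisphosphoglycerate generated in-well by GAPDH (100nM final) in 100mM TEA pH 7.6, 5mM MgCl2, 0.01% Tween-20. After 60 minutes at room temperature, ATP was read by Kinase-Glo Plus luminescence end-point.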
JMJD2A Tudor inh – qHTS Assay for Inhibitors of JMJD2A-Tudor Domain; Lysine-specific demethylase 4A (Homo sapiens), O75164; AlphaScreen JMJD2A-Tudor / H3K4me3 peptide binding; Potency, µM (series often up to 114 µM), for the others: at the top dose activity change, negative = inhibition, actives largely listed as inhibitors; hit rate 4.4% among 390,000; AID 504339, 2011; further: on the % scale 0 is the no-effect control and ±100 the full control effect; nearly all actives have a fitted effect of over 50% in size
GLS inh – qHTS for Inhibitors of Glutaminase (GLS) | Glutaminase kidney isoform, mitochondrial (Homo sapiens), O94925 | GLS enzymatic activity, qHTS titration | Potency, µM (top dose mostly 45.5 µM), for the others: at the top dose activity change, negative = inhibition, most hits filed as inhibitors | hit rate 0.21% among 410,000; further: on the % scale 0 is the no-effect control and ±100 the full control effect
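hKGA in 45 mM KH2PO4 (pH 8.2), 0.02% Tween-20 with compound, then 1mM L-Glutamine (stock as added) plus glutamate oxidase/HRP/Amplex red coupling mix. Fluorescence read initially and after 30 min at RT; signal change reflects glutamate formation.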
ERG Ets-DNA blk – qHTS for Small Molecule Inhibitors of the ERG Ets/DNA interaction | Transcriptional regulator ERG (Homo sapiens), P11308 | fluorescence polarization, His-ERG Ets domain / labelled DNA | Potency, µM (top dose mostly 76.9 µM), for inactives: at the top dose FP activity, negative = inhibition, usual class: inhibitors | hit rate 0.028% among 370,000; active means well fitted inhibition curve with a large enough effect in the polarisation, with a control signal flat; inconclusive means small, poorly fitted or top-dose-only effect, or effect the other way, or a change in a side signal; inactive means no such curve, though single readings can be large or run the other way; the % refers to the polarisation;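 further: polarization taken with two DNA probes labelled with fluorescein and Texas red; % of control where 0% means no effect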
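His-tagged ERG Ets domain (1 uM in the protein solution; 300mM KCl, 50mM Tris-HCl, 1mM EDTA, 1mM DTT, pH 7.5) received compound, then a probe mix of 5 nM fluorescein-DNA and 100nM Texas-615-DNA. Fluorescence polarization was read for both dyes.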
HP1b chromo inh – HTS for Inhibitors of HP1-beta Chromodomain Interactions with Methylated Histone Tails; Chromobox protein homolog 1 (Homo sapiens), P83916; AlphaScreen HP1-beta / biotin-H3K9me3 peptide binding; Potency, µM (series often up to 114 µM), for inactives: top-dose activity change, negative = inhibition, hits mostly inhibitors; hit rate 0.56% among 390,000; AID 540317, 2011; further: nearly all actives have a fitted effect of over 70% in size; inactives centre near 23
Target sequence (P83916 whole entry, looked up): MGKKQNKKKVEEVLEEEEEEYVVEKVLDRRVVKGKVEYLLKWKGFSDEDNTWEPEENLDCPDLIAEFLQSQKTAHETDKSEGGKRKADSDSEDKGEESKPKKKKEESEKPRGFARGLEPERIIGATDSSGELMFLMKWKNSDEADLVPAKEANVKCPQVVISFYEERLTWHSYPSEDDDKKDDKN
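Compound inhibition of the preformed complex between 50 nM HP1-beta and 50 nM biotinylated H3K9me3 peptide was read by AlphaScreen. Buffer was PBS pH 7.4 with 0.01% Tween-20. Incubations ran 30 min at room temperature, with 10 ug/mL donor/acceptor beads.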
12-LOX inh – Primary qHTS assay for inhibitors of human arachidonate 12S-lipoxygenase (ALOX12): Round 2; AID 1671190, 2021; purified 12hLO, xylenol orange hydroperoxide absorbance; Polyunsaturated fatty acid lipoxygenase ALOX12 (Homo sapiens), P18054; Potency, µM (doses to about 108 µM), without a hit: at the top dose activity change, negative = inhibition, hits mostly inhibitors; hit rate 1.1% among 580,000; further: on the % scale 0 is the no-effect control and ±100 the full control effect
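Hydroperoxide product was detected by ferrous iron/xylenol orange as the 573 to 405 nm absorbance ratio. Arachidonic acid at 40 uM (final) was turned over for 30 min at room temperature by 150 nM human 12hLO, pH 7.0 Hepes buffer, after 15 min compound preincubation.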
rTrxR1 inhibitor – qHTS Assay for Inhibitors of Mammalian Selenoprotein Thioredoxin Reductase 1 (TrxR1): qHTS; Potency, µM (titrated, usually from 114 µM), for inactives: top-dose activity change, negative = inhibition, usual class: inhibitors; Thioredoxin reductase 1, cytoplasmic (Rattus norvegicus), O89049; AID 588453, 2011; hit rate 1% among 390,000; recombinant rTrxR1, NADPH fluorescence consumption, selenite substrate; further: on the % scale 0 is the no-effect control and ±100 the full control effect; nearly all actives have a fitted effect of over 65% in size
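Rat TrxR1 (90 nM in the dispensed reagent) was pre-reduced with 400 uM NADPH for 5 min at room temperature, then incubated with compound for 15 min. After 400 uM selenite was added, NADPH fluorescence (Ex 340/Em 450 nm) was followed for 8 min.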
RGS4 inh – Inhibitors of Regulator of G Protein Signaling (RGS) 4: qHTS | Potency, µM (titrated, usually from 114 µM), without a hit: at the top dose activity change, negative = inhibition, actives largely listed as inhibitors | hit rate 0.039% among 390,000 | AID 504845, 2011 | Transcreener GDP fluorescence polarization, RGS4-accelerated GTP hydrolysis | Regulator of G-protein signaling 4 (Homo sapiens), P49798; further: on the % scale 0 is the no-effect control and ±100 the full control effect; nearly all actives have a fitted effect of over 75% in size; some results filed as inactive show a strong effect at the top dose
Target sequence (P49798 whole entry, looked up): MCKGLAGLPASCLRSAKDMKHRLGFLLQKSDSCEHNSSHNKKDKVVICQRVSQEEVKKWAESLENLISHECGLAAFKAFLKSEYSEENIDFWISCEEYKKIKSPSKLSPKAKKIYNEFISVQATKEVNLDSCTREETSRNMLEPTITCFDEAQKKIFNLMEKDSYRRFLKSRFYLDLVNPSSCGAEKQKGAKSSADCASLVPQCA
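MLSMR compounds (23 nl, pin-transferred) preincubated 10 min at room temperature with a 500nM (2x) first reagent, then RGS4 at 900nM (2x) plus Transcreener GDP mix added; fluorescence polarization (620/688 nm) read before and after 90 min at 30 °C.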
Numbers without * were called inactive; i = inactive; ? = inconclusive; · = not tested or not shown; & = joins results of further samples; [ ] = dose if it differs, or a comment. Unless noted, the call rests on the fitted dose curve; in most records, active means well fitted curve in the direction sought with a large enough effect; inconclusive means small, poorly fitted or top-dose-only effect, or another doubt; inactive means no such curve, though single readings can be large; an effect the other way counts as inactive or inconclusive. Potency means the concentration at half of the fitted maximal effect.

SMILES	Pin1 inhibitor	PGK inhibitor	JMJD2A Tudor inh	GLS inh	ERG Ets-DNA blk	HP1b chromo inh	12-LOX inh	rTrxR1 inhibitor	RGS4 inh
Cc1ccc(NC(=O)CNC(=O)OCc2ccccc2)cc1C	?	-4.3%	56.2µM*	-1.2%	79.4%[activator]	-2.7%	-4.7%	5.5%[57.1 µM]	?
CCOC(=O)c1sc(NC(=S)NC(=O)C2CC2)cc1C	4.3%	-9.6%	-12.6%	-8.7%	-12.4%	37.8%	-3.9%	5.5%	-8.4%
Cc1ccccc1-c1nnc(SCC(=O)N(C)c2c(N)n(Cc3ccccc3)c(=O)[nH]c2=O)n1C	-4.7%	-7.5%	-6.8%	-4.7%	11.4%	39.1%[activator]	-8.5%	-6.1%	-1.8%
COC(=O)C1=C(C)NC(=S)NC1c1ccc(OCC(=O)N2CC(C)OC(C)C2)c(OC)c1 (stereo unspecified)	1.0%	-10.6%	-18.8%	7.9%	0.1%	23.8%	?	-8.1%	-28.4%
COc1ccccc1C1C(C#N)=C(N)Oc2cc(C)n(Cc3ccccn3)c(=O)c21 (stereo unspecified)	?	0.3%	-15.7%	12.8%	-1.3%	22.6%	-11.9%	-13.2%	4.0%
Fc1ccc(-c2cc(C(F)(F)C(F)F)[nH]n2)cc1	-0.9%	i	-8.2%	0.0%	1.0%	33.3%	?	10.5%[57.1 µM]	-13.1%
CC(C)[C@H](NC(=O)[C@H](Cc1ccccc1)n1c(=O)[nH]c2ccccc2c1=O)C(=O)N1CCC[C@H]1C(=O)O	-11.7%	4.7%	-14.3%	2.1%	-7.1%	27.5%	-1.6%	-2.2%	11.8%
CCc1ccc(NC(=O)c2cc(=O)c3ccc(C)c(C)c3o2)cc1	6.4%	6.1%	-11.8%	4.5%	0.2%	17.8%	-49.2%&-18.0%	10.0%	29.1%
COc1ccccc1N(CC(=O)N/N=C/c1ccc(SC)cc1)S(C)(=O)=O	-0.7%	i	-18.4%	7.0%	-10.8%	8.9%	-12.4%	-6.5%	-28.6%
COc1ccc(NC(=O)c2oc3ccc4c(c3c2C)C(=O)CC(C)(C)O4)cc1OC	13.0%	-6.1%	-25.6%	-1.4%	-1.2%	29.7%	0.0%	2.1%	-17.3%
CCOc1ccc(N(CC(=O)NC2CCCCC2)C(=O)CCC(=O)Nc2nccs2)cc1	-1.6%	-5.4%	-8.5%	8.7%	-2.1%	6.1%	10.0%	13.3%[57.1 µM]	-1.7%
CCn1c(=O)c(CCC(=O)N2CCN(c3ccccn3)CC2)c(C)c2c(C)nn(-c3ccccc3)c21	-2.2%	-8.0%	?	-4.8%	-4.5%	6.7%	-1.2%	0.7%	11.2%
CCc1ccc(NC(=S)N2CCC(NC(=O)c3ccccc3OC)CC2)cc1	3.4%	-12.9%	-12.0%	-35.7%	-1.8%	18.7%	?	10.0%	-16.9%
CC(C)N(C(=O)CSc1nnc(CSc2ncccn2)n1C)C(C)C	-3.2%	7.8%	-5.8%	0.9%	-1.7%	32.2%	-2.1%	17.2%	21.4%
COc1ccc(C(=O)Nc2cccc(C(=O)OCc3cc(=O)n4c5c(sc4n3)CCCC5)c2)cc1	-2.1%	-3.8%	-28.5%	-8.8%	3.8%	-12.0%	-24.4%	17.9%[57.1 µM]	22.2%
COc1ccccc1NC(=O)c1sc2nc(-c3cc4cc(Cl)ccc4oc3=O)[nH]c(=O)c2c1C	1.7%	0.1%	-17.1%	-0.4%	1.5%	31.3%	-6.2%	-9.4%	26.0%
O=C(CCS(=O)(=O)c1ccccc1)N1CCN(c2ccc(F)cc2)CC1	-10.3%	-21.0%	-14.5%	-8.0%	27.3%	3.7%	-5.5%	38.4%	14.6%
O=[N+]([O-])c1ccc(N/N=C/c2ccccc2)c(F)c1	39.9%[activator]	-16.0%	-5.0%	1.0%	18.9%	38.4%	?	2.1%	-7.9%
CCc1ccc(CSc2nc(-c3ccc(OC)cc3)nc3c2Cc2c(CO)cnc(C)c2O3)cc1	-4.9%	8.0%	-7.7%	15.5%	1.0%	14.5%	-12.5%	?	11.6%
O=C(Nc1ccccc1)N(CCCN1CCOCC1)Cc1cc2cc3c(cc2[nH]c1=O)OCCO3	-0.7%	1.3%	-8.6%	-0.4%	-3.9%	20.2%	?	-10.9%	22.7%
COc1ccc(CC(=O)OCC(=O)NCc2ccc(Cl)cc2)cc1	89.3%[activator]	12.3%	-2.8%	10.2%	11.5%	39.9%[activator]	-11.1%	-3.6%	-4.4%
CCCc1nnc(NC(=O)c2cn(CC)c3cc(N4CCN(C)CC4)c(F)cc3c2=O)s1	0.5%	-4.0%	-24.2%	8.8%	-11.8%	19.0%	52.0%[activator]	22.0%	23.3%
COc1cccc(CNC(=O)CCS(=O)(=O)c2cc3c(cc2C)NC(=O)CO3)c1	12.1%&-5.7%	-7.2%	-9.5%&-2.3%	-6.1%&3.0%	5.0%&0.7%	-36.9%&31.4%	15.1%&-18.2%	8.5%[57.1 µM]	-13.6%&-6.4%
O=C(NNC(=O)c1ccc(Br)o1)c1ccc(NC(=O)c2ccccc2)cc1	14.3%	-17.2%	-13.8%	-3.4%	4.1%	34.1%	-7.5%	18.4%[57.1 µM]	-10.8%
CCOc1ccc(N(C(C)C(=O)NCCSc2ccc(C)cc2)S(C)(=O)=O)cc1 (stereo unspecified)	0.6%	2.2%	5.2%	2.1%	-8.1%	22.8%	?	-5.6%	-20.7%
CCOC(=O)c1[nH]c2cc(OC)c(OC)cc2c1NC(=O)CCN1CCSCC1	-12.9%	-3.4%	-14.6%	4.6%	-10.1%	3.3%	2.9%	-13.8%[57.1 µM]	2.4%
Cc1ccc(C)c(N/C(N)=N/c2nc(C)cc(C)n2)c1	-0.9%	-2.4%	-3.6%	-12.5%	·	31.2%	-2.7%&12.4%	-2.2%	-31.9%
COCCCN1C(=O)c2ccc(C(=O)NCc3ccco3)cc2C1=O	-3.8%	-3.9%	-9.2%	2.0%	-4.1%	15.3%	292.4%[activator]	-8.6%	3.3%
CCN(CC)S(=O)(=O)c1cccc(NC(=O)COC(=O)CCC(=O)c2cccs2)c1	?	-15.4%	-12.0%	-0.4%	-0.7%	38.6%	·	-12.1%	11.3%
CCOC(=O)N1CCN(C(=O)c2cc(OC)cc(OC)c2)CC1	2.7%	i	5.0%	0.0%	·	4.2%	0.3%	25.8%	1.5%
CCN1CCN(C(c2ccccc2)c2nnnn2Cc2ccc3c(c2)OCO3)CC1 (stereo unspecified)	0.5%	8.1%	4.5%	-4.2%	1.2%	11.9%	?	9.0%	0.3%
COc1ccc([N+](=O)[O-])cc1NC(=O)CCN1CCN(c2ccccc2OC)CC1	-5.6%	-7.0%	-7.9%	-8.3%	0.3%	32.9%	?	-14.5%	-20.3%
COc1ccc(CC(=O)Nc2ccc(C(=O)Nc3nccs3)cc2)cc1OC	-0.9%	-4.4%	-9.9%	4.9%	-2.7%	11.4%	12.0%	21.3%[57.1 µM]	-7.7%
CCN(CC)/C(=N\S(=O)(=O)c1ccccc1C)c1ccccc1	-2.9%	-2.6%	12.7%	-14.3%	-2.7%	29.5%	-3.4%	4.6%	12.6%
CCOC(=O)CN1C(=O)S/C(=C/c2cccc([N+](=O)[O-])c2O)C1=O	10.4%	-15.1%	-10.5%[11.4 µM]	6.6%	3.8%	?	?	15.7%[57.1 µM]	-42.7%
O=S(=O)(c1ccc(Cl)s1)N1CCCc2cccc(O)c21	6.5%	1.7%	16.2%	12.6%	0.9%	72.1%[activator]	0.0%	17.5%	-8.2%
COc1ccc(NC(=O)CN2CCN(S(=O)(=O)c3ccc(Cl)cc3)CC2)cc1Cl	-0.4%	-1.4%	-11.1%	-0.9%	3.0%	18.1%	383.2%[activator]	8.1%[57.1 µM]	-25.6%
CN(C)c1ccc(/C=C/C(=O)c2cccnc2)cc1	?	-1.1%	32.4%	26.4%	104.2%[activator]	74.5%[activator]	213.0%[activator]	-24.0%	14.7%
CC(C)CSc1ncc(-c2cccc(C(F)(F)F)c2)cn1	-1.1%	9.5%	83.1%[activator]	3.4%	-1.8%	138.9%[activator]	0.0%	25.1%	-6.4%
CN1CCc2nc3sc(C(=O)C45CC6CC(CC(C6)C4)C5)c(N)c3cc2C1	20.3%	-1.1%	-26.1%	-1.1%	1.2%	-77.0%	?	-9.7%	4.5%

Screening data deposited in PubChem by National Center for Advancing Translational Sciences (NCATS).

Some of the compounds tested. The share of hits here may be higher or lower than overall.
